Assay outcomes: PubChem, National Center for Advancing Translational Sciences (NCATS)
TRHR agonist: activates the human TRH receptor | P34981 | TRHR cells, calcium flux fluo-8, FDSS agonist mode | activation, % at 2 µM | actives 0.18% (n = 360,000); in the data active means activation above about 30%; further: 0% is about no effect
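Steps: seed TRHR cells overnight; add fluo-8 no-wash Ca dye, RT 30 min–1.5 h; record 10 s baseline; pin-transfer compounds; monitor fluorescence 1 cycle/s for the agonist window. Calcium increases flag candidate agonists.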
rTrxR1 inhibitor: inhibitors of rat thioredoxin reductase 1; O89049; recombinant rTrxR1, NADPH fluorescence consumption, selenite substrate; Potency, µM (titrated, usually from 114 µM), inactives show top-dose activity change, negative = inhibition, hits mostly inhibitors; actives 1% (n = 390,000); AID 588453; further: potency means the concentration at half of the fitted maximal effect; on the % scale 0 is the no-effect control and ±100 the full control effect; nearly all actives have a fitted effect of over 65% in size
Target sequence (O89049 whole entry, looked up): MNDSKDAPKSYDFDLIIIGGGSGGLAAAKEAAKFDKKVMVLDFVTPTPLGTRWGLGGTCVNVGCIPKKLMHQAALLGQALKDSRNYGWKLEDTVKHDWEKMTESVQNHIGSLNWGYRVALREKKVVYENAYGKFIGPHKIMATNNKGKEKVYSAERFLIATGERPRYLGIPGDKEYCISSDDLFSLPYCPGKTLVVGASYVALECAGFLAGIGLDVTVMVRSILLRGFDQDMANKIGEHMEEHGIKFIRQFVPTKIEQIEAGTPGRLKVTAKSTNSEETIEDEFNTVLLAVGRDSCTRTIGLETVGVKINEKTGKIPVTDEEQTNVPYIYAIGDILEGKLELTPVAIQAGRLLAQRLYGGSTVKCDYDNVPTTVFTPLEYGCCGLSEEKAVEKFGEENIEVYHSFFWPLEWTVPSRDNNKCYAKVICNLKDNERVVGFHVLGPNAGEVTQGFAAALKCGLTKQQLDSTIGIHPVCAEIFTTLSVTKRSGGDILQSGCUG
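Rat TrxR1 (90 nM in the dispensed reagent) was pre-reduced with 400 uM NADPH for 5 min at room temperature, then incubated with compound for 15 min. After 400 uM selenite was added, NADPH fluorescence (Ex 340/Em 450 nm) was followed for 8 min.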
D2 agonist: agonists of human D2 dopamine receptor. HEK293 T-REx D2 cells, calcium flux agonist mode. P14416. AID 485358. actives 0.53% (n = 340,000). activation, % at 2 µM;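 active means activation over 3 SD above normal in the single-dose calcium agonist read, cut at about 30% in these data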; further: 0% is about no effect
Target sequence (P14416 whole entry, looked up): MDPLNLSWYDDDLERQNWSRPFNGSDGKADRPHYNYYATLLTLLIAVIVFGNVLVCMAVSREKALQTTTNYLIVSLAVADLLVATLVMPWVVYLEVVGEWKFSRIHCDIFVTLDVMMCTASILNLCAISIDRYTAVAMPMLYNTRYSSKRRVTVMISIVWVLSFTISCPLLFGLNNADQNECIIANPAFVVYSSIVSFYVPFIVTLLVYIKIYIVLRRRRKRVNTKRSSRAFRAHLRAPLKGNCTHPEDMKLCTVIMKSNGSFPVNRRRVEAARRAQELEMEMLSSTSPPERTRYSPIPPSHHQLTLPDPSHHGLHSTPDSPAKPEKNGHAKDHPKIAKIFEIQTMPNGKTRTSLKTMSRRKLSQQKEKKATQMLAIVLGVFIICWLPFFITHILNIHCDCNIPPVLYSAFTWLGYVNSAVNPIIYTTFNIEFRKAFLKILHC
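Tetracycline-induced HEK293 T-REx cells with force-coupled D2 receptor, plated overnight at 30 C, loaded with no-wash calcium dye. After a 10 s baseline, compound was pin-added and calcium flux read kinetically for 180 s; calcium rises flagged agonists.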
Pin1 inh: blocks the human prolyl isomerase Pin1 | Potency, µM (highest dose often 115 µM), for inactives: top-dose activity, negative = inhibition, most hits filed as inhibitors | Q13526 | Pin1 FP peptide displacement, HiFluor488, 10 min | AID 504891 | actives 0.009% (n = 390,000); active means well fitted inhibition curve with a large enough effect in the polarisation, with a control signal flat, not every such curve was filed as active; inconclusive means small, poorly fitted or top-dose-only effect, or effect the other way, or a change in a side signal; inactive means no such curve, though single readings can be large or run the other way; the % refers to the polarisation; further: potency means the concentration at half of the fitted maximal effect; on the % scale 0 is the no-effect control and ±100 the full control effect
TrxR1 substrate: rat thioredoxin reductase 1 substrate activity | Potency, µM (highest dose often 114 µM), for inactives: top-dose activity change, negative = substrate turnover | actives 0.01% (n = 390,000) | AID 588456 | purified TrxR1 substrate turnover, NADPH consumption readout; further: potency means the concentration at half of the fitted maximal effect; on the % scale 0 is the no-effect control and ±100 the full control effect; nearly all actives have a fitted effect of over 50% in size
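Rat TrxR1, dispensed at 90 nM, was prereduced with 400 uM NADPH (final) for 5 min at ~22 deg C, then incubated with compound 15 min before 400 uM selenite. A first-read NADPH fluorescence drop versus no-compound background flagged substrates.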
USP1 inh: inhibitors of human USP1/UAF1 deubiquitinase; AID 743255; recombinant USP1/UAF1, Ub-Rhodamine cleavage fluorescence; Potency, µM (series often up to 57.1 µM), for the others: at the highest dose activity change, negative = inhibition, usual class: inhibitors; O94782; actives 0.23% (n = 390,000); further: potency means the concentration at half of the fitted maximal effect; on the % scale 0 is the no-effect control and ±100 the full control effect; nearly all actives have a fitted effect of over 60% in size; inactives centre near -12
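USP1/UAF1 complex at 1 nM was preincubated with compound for 15 min at room temperature, then Ub-Rho substrate (150nM final) was added. Fluorescence (480/540 nm) was read kinetically, 6 reads every 60 seconds.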
IDH1 R132H inh: human IDH1 R132H inhibition. O75874. IDH1-R132H enzyme, NADPH consumption, diaphorase/resazurin fluorescence. Potency, µM (series often up to 76.6 µM), for inactives: at the top dose activity change, negative = inhibition, actives largely listed as inhibitors. actives 0.093% (n = 390,000). AID 602179; further: potency means the concentration at half of the fitted maximal effect; on the % scale 0 is the no-effect control and ±100 the full control effect; nearly all actives have a fitted effect of over 65% in size
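IDH1-R132H (0.5 ug/mL) preincubated 30 min with compound, then NADPH (0.016 mM) and alpha-KG (2 mM) added; 80 min at RT, pH 7.5. Remaining NADPH coupled via diaphorase/resazurin to fluorescence (540/590 nm); concentration-response curves normalized to no-enzyme control.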
D2 antagonist: antagonizes the human D2 dopamine receptor. P14416. HEK293 TREx D2 cells, calcium flux, dopamine EC80. inhibition, % at 10 µM. actives 2% (n = 340,000). AID 485344; in the data active means inhibition above about 30%; further: 0% is about no effect
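Tetracycline-induced HEK293 TREx cells expressing D2 receptor forced-coupled to calcium signalling, loaded with no-wash calcium dye. Compounds added and calcium flux read 180 s, then dopamine added at EC80 and read a further 180 s.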
TRHR PAM: TRH receptor (human) allosteric enhancement. P34981. TRHR cells, fluo-8 calcium fluorescence, EC20 TRH enhancement. enhancement, % at 2 µM. actives 0.66% (n = 360,000). AID 493056; in the data active means enhancement above about 30%; further: 0% is about no effect
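Enhancer read-out: after compound pinning and an initial kinetic agonist-mode read, an EC20 of TRH (10 nM final) was injected and fluo-8 calcium signal (Ex 480/Em 530) followed at 1 s/cycle for 100 cycles in TRHR-expressing cells.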
Numbers without * were called inactive; ? = inconclusive; · = no result given; & = joins results of further samples; [ ] = dose if it differs, or a comment. Unless noted, the call rests on the fitted dose curve; in most records, active means well fitted inhibition curve with a large enough effect; inconclusive means small, poorly fitted or top-dose-only effect; inactive means no such curve, though single readings can be large or run the other way. A portion of the library. The share of hits here may be higher or lower than overall.

(1) CCN(C(=O)COC(=O)c1cc(Cl)ccc1OC)c1c(N)n(Cc2ccccc2)c(=O)[nH]c1=O
(2) CC(=O)N1c2c(cc(Br)cc2S(=O)(=O)NCc2ccc3c(c2)OCO3)CC1C (configuration not stated)
(3) Cc1ccc(CNC(=O)CNC(=O)[C@@H]2Cc3ccccc3CN2C(=O)OC(C)(C)C)cc1
(4) CCOc1ccccc1NC(=O)C1CCN(S(=O)(=O)c2ccc3[nH]c(=O)oc3c2)CC1
(5) COc1cccc(CN2CCCC(C(=O)N3CCCCC3)C2)c1OC (configuration not stated)

Screen / compound no.	1	2	3	4	5
TRHR agonist	-2.0	0.3	0.2	0.2	-1.5
rTrxR1 inhibitor	7%	9%	6%	24%[57.1 µM]	-4%
D2 agonist	·	0.2	0.3	-0.4	-0.9
Pin1 inh	-1%	3%	-10%	0%	-4%
TrxR1 substrate	0%	3%	1%	4%[57.1 µM]	-7%
USP1 inh	-21%	-15%	-21%	?	-13%
IDH1 R132H inh	8%	0%	1%	-2%	15%
D2 antagonist	·	6	2	·	-11
TRHR PAM	5	4	7	-1	33*

(6) COc1ccc(OC)c(NP2(=O)OCC(C)([N+](=O)[O-])CO2)c1 (configuration not stated)
(7) COc1ccccc1-n1cnnc1SCC(=O)Nc1cccc(S(N)(=O)=O)c1
(8) O=[N+]([O-])c1cccc(S(=O)(=O)N2CCCCC2c2cccnc2)c1 (configuration not stated)
(9) CCCn1c(SCC(=O)Nc2nonc2C)nnc1-c1ccoc1C
(10) CNS(=O)(=O)c1ccc(N2CCCC2=O)c([N+](=O)[O-])c1

Screen / compound no.	6	7	8	9	10
TRHR agonist	·	-2.1	0.0	0.0	0.1
rTrxR1 inhibitor	4%[11.4 µM]	10%	-3%	-20%	-9%[57.1 µM]
D2 agonist	·	-0.5	2.9	·	0.9
Pin1 inh	-17%	-1%	0%	-4%	-1%
TrxR1 substrate	1%[11.4 µM]	3%	-1%	-8%	0%[57.1 µM]
USP1 inh	-9%	-19%	-2%	-6%	-2%
IDH1 R132H inh	8%	8%	-10%	4%	0%
D2 antagonist	·	19	24	·	-10
TRHR PAM	·	4	-3	-2	3

(11) Cc1cc(NC(=O)Nc2ccc(Cl)cc2)n(C)n1
(12) COc1ccc(N2CCN(Cc3cc4c(cc3Br)OCCO4)CC2)cc1
(13) CCOC(=O)/C(C#N)=C/c1cccc(F)c1
(14) O=C(NCc1ccc2c3c(cccc13)C(=O)N2)c1cccs1
(15) O=C1[C@H](Oc2ccccc2)[C@@H](c2ccccc2)N1c1ccncc1

Screen / compound no.	11	12	13	14	15
TRHR agonist	-0.3	-0.7	43*	-0.2	·
rTrxR1 inhibitor	18%	21%[57.1 µM]	34%[57.1 µM]	1%	-19%
D2 agonist	0.3	-0.4	-0.1	-0.3	·
Pin1 inh	-1%	-1%	-1%	-4%	-2%
TrxR1 substrate	5%	2%[57.1 µM]	8%[57.1 µM]	-4%	0%
USP1 inh	-7%	-20%	-9%	-14%	?
IDH1 R132H inh	0%	-1%	0%	-4%	-9%
D2 antagonist	-16	29	4	-8	·
TRHR PAM	-5	-6	9	-3	·

(16) COc1cc(O)c(C(CCN2CCCC2)c2ccc3c(c2)OCO3)c(OC)c1 (configuration not stated)
(17) COc1ccc(-n2nnnc2-c2ccc(S(C)(=O)=O)cc2Cl)cc1
(18) CCNC(=O)c1cc(Cl)ccc1OC
(19) CCOc1ccccc1N1CCN(C(=O)C2=CC=CN3CCS(=O)(=O)N=C23)CC1
(20) CCOc1cccc(-c2cc(C(=O)NN)[nH]n2)c1

Screen / compound no.	16	17	18	19	20
TRHR agonist	-0.2	0.2	0.0	0.7	0.1
rTrxR1 inhibitor	-3%&20%	16%	4%	9%	6%[57.1 µM]
D2 agonist	0.3	0.9	-0.9	·	0.4
Pin1 inh	7%&1%	-4%	4%	-3%	-1%
TrxR1 substrate	-6%&7%	6%	0%	9%	8%
USP1 inh	-24%	-16%	-9%	-11%	-9%
IDH1 R132H inh	-7%	0%	2%	10%	-1%
D2 antagonist	-4	1	0	·	-1
TRHR PAM	16	5	10	0	-9

Only Pin1 inh and TRHR agonist, for four of the compounds above:
# | molecule | Pin1 inh | TRHR agonist
17 | COc1ccc(-n2nnnc2-c2ccc(S(C)(=O)=O)cc2Cl)cc1 | -4% | 0.2
18 | CCNC(=O)c1cc(Cl)ccc1OC | 4% | 0.0
19 | CCOc1ccccc1N1CCN(C(=O)C2=CC=CN3CCS(=O)(=O)N=C23)CC1 | -3% | 0.7
20 | CCOc1cccc(-c2cc(C(=O)NN)[nH]n2)c1 | -1% | 0.1

Remaining list, next part:
(21) O=[N+]([O-])c1cc(Br)c(O)c(/C=N/Nc2nnnn2-c2cccc3ccccc23)c1
(22) CCC(C(=O)OCC(=O)Nc1cccc(C(C)=O)c1)c1ccccc1 (configuration not stated)
(23) CC(=O)Cn1cnc2scc(-c3ccc(C)c(C)c3)c2c1=O
(24) COc1ccccc1NC(=O)Cc1csc(N)n1
(25) O=C1C=C(c2ccc(Cl)c(C(F)(F)F)c2)C[C@@H](c2ccc(F)cc2)C1

Screen / compound no.	21	22	23	24	25
TRHR agonist	5.6	0.0	0.6	0.2	-0.1
rTrxR1 inhibitor	3%[57.1 µM]	14%	12%	14%	29%
D2 agonist	0.9	-3.8	-0.7	-0.3	-0.4
Pin1 inh	-19%	1%	-2%	-8%	7%
TrxR1 substrate	-1%[57.1 µM]	-2%	-4%	-1%	4%
USP1 inh	-27%	-21%	-1%	-6%	?
IDH1 R132H inh	6%	-6%	-3%	4%	7%
D2 antagonist	-14	10	-6	8	6
TRHR PAM	14	15	7	-5	-3

(26) CC1CCN(c2nc3ccc(C(=O)NCc4ccccc4)cc3s2)CC1
(27) NC(=O)c1ccc(-n2nnnc2SCC(=O)c2ccc(O)c(O)c2)cc1
(28) Cc1cc(C(F)(F)F)nc(-n2cc(-c3ccccc3)nn2)n1
(29) COc1cccc(NC(=O)C(C)SCc2ccccc2)c1 (configuration not stated)
(30) Cc1ccccc1NC(=O)Cc1nc(COC(=O)c2ncc(Cl)c(Cl)c2Cl)cs1

Screen / compound no.	26	27	28	29	30
TRHR agonist	-0.4	-1.0	-0.3	0.1	·
rTrxR1 inhibitor	16%	-23%[57.1 µM]	12%	2%	10%[57.1 µM]
D2 agonist	0.0	-1.3	1.4	-1.6	·
Pin1 inh	-1%	?	-4%	1%	31%[activator]
TrxR1 substrate	6%	-11%[57.1 µM]	5%	-1%	4%[57.1 µM]
USP1 inh	-9%	-9%	-22%	-18%	-23%
IDH1 R132H inh	-14%	-8%	13%	-4%	-4%
D2 antagonist	·	4	-13	0	·
TRHR PAM	4	-3	-1	-1	·

(31) CCc1ccccc1Nc1cc(C(=O)NC(C)c2ccccc2)c2ccccc2n1 (configuration not stated)
(32) COc1cc(/C=N/NC(=O)CCc2c(C)n[nH]c2C)ccc1O
(33) COc1ccc(C(=Cc2cc(OC)c(OC)cc2[N+](=O)[O-])C(=O)O)cc1
(34) CCCCn1c(N)c(N(CC)C(=O)c2ccncc2)c(=O)[nH]c1=O
(35) O=C(Nc1ccccc1)OCCOc1cccc(Br)c1

Screen / compound no.	31	32	33	34	35
TRHR agonist	-0.7	-0.1	·	0.6	-0.4
rTrxR1 inhibitor	14%	7%[57.1 µM]	5%[57.1 µM]	9%	6%[57.1 µM]
D2 agonist	-0.5	-1.6	·	0.2	0.2
Pin1 inh	15%	-1%	-1%	0%	?
TrxR1 substrate	-2%	10%[57.1 µM]	7%[57.1 µM]	2%	3%[57.1 µM]
USP1 inh	-6%	-17%	-21%	-25%	-22%
IDH1 R132H inh	-8%	3%	3%	-5%	5%
D2 antagonist	·	1	·	-12	3
TRHR PAM	-3	6	·	4	-1

(36) COc1cc2c(C(=O)NCc3ccc4c(c3)OCO4)cn(CC(C)C)c(=O)c2cc1OC
(37) CCCOc1ccc(C(=O)Nc2cccc(-c3nc4ccccc4[nH]3)c2)cc1
(38) O=C(NN1C(=O)C2C3CCC(O3)C2C1=O)c1ccco1 (configuration not stated)
(39) CC[C@]12c3[nH]c4cc(CCC(=O)N(C)C)ccc4c3CCN1C(=O)[C@@H](CC(=O)NCCN1CCOCC1)C[C@@H]2C(=O)N1CCN(C(=O)C2CC2)CC1
(40) Cc1oc(-c2ccccc2Cl)nc1CS(=O)CC(=O)N1CCN(c2ccccc2)CC1 (configuration not stated)
(41) O=C(C1CCC1)N1CCN(S(=O)(=O)c2ccc([N+](=O)[O-])cc2)CC1
(42) Cc1ccc(S(=O)(=O)CCC(=O)OCc2ccccc2F)cc1

Screen / compound no.	36	37	38	39	40	41	42
TRHR agonist	0.8	-0.4	-0.2	·	0.4	-1.1	-1.3
rTrxR1 inhibitor	13%	6%	9%	26%	2%	8%	9%[57.1 µM]
D2 agonist	-1.6	-0.4	1.8	·	43*	0.5	-0.2
Pin1 inh	5%	30%[activator]	5%	-5%	1%	-1%	-3%
TrxR1 substrate	6%	11%[11.4 µM]	-2%	11%[2.29 µM]	1%	4%	7%[57.1 µM]
USP1 inh	-2%	-21%	1%	-7%	-21%	-19%	-16%
IDH1 R132H inh	-1%	2%	1%	10%[38.3 µM]	-8%	10%	-1%
D2 antagonist	-17	·	6	·	-16	-8	14
TRHR PAM	-3	-3	5	·	-6	3	5
